Tau fibril FP = tau fibrillization inhibition (FP); P10636; K18 P301L tau heparin fibrillization, Alexa594 FP, 6 h; Potency, µM (titrated, usually from 57.7 µM), inactives show top-dose activity, negative = inhibition, most hits filed as inhibitors; actives 0.39% (n = 280,000); further: potency means the concentration at half of the fitted maximal effect; on the % scale 0 is the no-effect control and ±100 the full control effect; nearly all actives have a fitted effect of over 55% in size
Target sequence (P10636 561-689 P618L limits assumed): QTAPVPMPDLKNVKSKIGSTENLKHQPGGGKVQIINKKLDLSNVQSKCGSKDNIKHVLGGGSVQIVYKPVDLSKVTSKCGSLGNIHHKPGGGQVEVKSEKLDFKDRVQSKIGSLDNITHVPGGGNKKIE
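Recombinant K18 P301L […], labeled with Alexa 594 at 0.24 uM over 15 uM unlabeled; heparin inducer 20 uM final; 37 C, 6 hr; FP endpoint.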
Epigenetic derep = epigenetic control regulation, reporter derepression. Potency, µM (titrated, usually from 53.9 µM), for the others: at the top dose GFP activation, actives largely listed as activators. actives 0.2% (n = 280,000). murine LDR cells, GFP reporter derepression, 30 h; further: potency means the concentration at half of the fitted maximal effect; % of control where 0% means no effect; nearly all actives have a fitted effect of over 60% in size
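GFP-positive cell count by laser-scanning cytometry (objects 20–120 um) after 30 h, 37 C compound exposure of murine LDR cells; reporter is CMV-GFP integrated at a silenced locus, inducible by HDAC or DNMT inhibitors.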
NPSR antag = neuropeptide S receptor (human) antagonism, cAMP. Q6W5P4. CHO-NPSR cells, cAMP TR-FRET, antagonist mode. Potency, µM (doses to about 38.3 µM), for inactives: top-dose activity change, negative = inhibition, actives largely listed as inhibitors. actives 1% (n = 220,000). AID 1461; further: potency means the concentration at half of the fitted maximal effect; on the % scale 0 is the no-effect control and ±100 the full control effect; nearly all actives have a fitted effect of over 50% in size; many of its hits are not listed in these tables
Target sequence (Q6W5P4 whole entry, looked up): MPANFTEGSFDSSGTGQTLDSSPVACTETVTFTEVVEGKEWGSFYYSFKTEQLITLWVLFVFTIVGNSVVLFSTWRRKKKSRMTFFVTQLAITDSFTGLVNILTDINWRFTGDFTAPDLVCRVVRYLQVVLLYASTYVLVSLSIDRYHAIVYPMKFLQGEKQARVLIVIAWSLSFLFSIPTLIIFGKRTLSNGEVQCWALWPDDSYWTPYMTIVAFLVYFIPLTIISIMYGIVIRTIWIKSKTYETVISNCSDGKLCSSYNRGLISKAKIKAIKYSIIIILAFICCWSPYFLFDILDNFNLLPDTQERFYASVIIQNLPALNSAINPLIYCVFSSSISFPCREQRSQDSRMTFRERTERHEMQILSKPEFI
Tau fluor cs = counter-screen for tau fibril formation inhibitors; actives 0.93% (n = 280,000); Potency, µM (series often up to 57.7 µM), for inactives: at the highest dose activity change, negative = decrease; tau K18 P301L (four-repeat tau fragment) Alexa594 fluorescence, heparin fibrillization; further: potency means the concentration at half of the fitted maximal effect; on the % scale 0 is the no-effect control and ±100 the full control effect; nearly all actives have a fitted effect of over 55% in size
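Human K18 P301L tau (15 uM unlabeled plus 0.24 uM Alexa 594-labeled, final) in 100 mM sodium acetate pH 7 was mixed with compound and 20 uM heparin and incubated 6 hr at 37 C.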
aGal spleen mod = alpha-galactosidase A (human) modulation | Potency, µM (top dose mostly 80 µM), for inactives: top-dose activity change, negative = inhibition, hits mostly inhibitors | AID 2107 | P06280 | actives 0.008% (n = 240,000) | human spleen homogenate, 4MU-alpha-Gal fluorescence, 40 min;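 further: potency means the concentration at half of the fitted maximal effect; 0% = enzyme with vehicle and -100% = no enzyme basal signal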
Target sequence (P06280 32-429 limits assumed): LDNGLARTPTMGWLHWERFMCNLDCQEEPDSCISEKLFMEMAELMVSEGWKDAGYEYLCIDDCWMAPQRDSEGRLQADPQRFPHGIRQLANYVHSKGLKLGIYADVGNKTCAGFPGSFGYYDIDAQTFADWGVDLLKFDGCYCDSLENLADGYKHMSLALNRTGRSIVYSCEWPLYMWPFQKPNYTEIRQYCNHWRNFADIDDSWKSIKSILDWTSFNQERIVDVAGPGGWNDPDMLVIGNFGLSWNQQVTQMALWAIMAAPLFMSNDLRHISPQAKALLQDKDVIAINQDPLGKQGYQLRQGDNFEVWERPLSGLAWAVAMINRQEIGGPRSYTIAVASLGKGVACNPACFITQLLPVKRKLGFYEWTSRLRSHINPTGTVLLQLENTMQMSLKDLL
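Human spleen homogenate (1 ug) as enzyme source, 4-methylumbelliferyl-alpha-D-galactopyranoside 1 mM final, citrate/phosphate pH 5.0 with 0.01% Tween-20. Compounds 40 min at 37C, NaOH/glycine stop; fluorescence Ex 365/Em 440, Hill-fit AC50.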
TRb-SRC2 inh = inhibitors of human thyroid hormone receptor beta-SRC2 interaction. TRbeta-SRC2 peptide binding, fluorescence polarization; receptor liganded with 1 µM T3. Potency, µM (series often up to 106 µM), without a hit: at the highest dose activity change, negative = inhibition, most hits filed as inhibitors. actives 0.065% (n = 280,000). AID 1469;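 further: potency means the concentration at half of the fitted maximal effect; plate controls were bound peptide for no effect and peptide without receptor for full effect; nearly all actives have a fitted effect of over 50% in size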
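Fluorescence polarization of 20 nM Texas Red SRC2 peptide (20-aa NR interaction domain) bound to 0.6 uM human TRb ligand-binding domain, with 1 uM T3, after 5 hr at ambient temperature; inhibition seen as decreased polarization.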
CBFb RUNX1 block = blocks binding between human CBF-beta and RUNX1. AlphaScreen CBFb-His/RUNX1-biotin binding, biochemical. Potency, µM (top dose mostly 59.8 µM), without a hit: at the highest dose activity, negative = inhibition, actives largely listed as inhibitors. 230,000 tested, under 10 active. AID 1477; further: % of control where 0% means no effect
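AlphaScreen proximity signal reports loss of binding between His-tagged CBF-beta and biotin-labelled RUNX1, each at 30 nM. Proteins are pre-associated for 20 minutes, compounds added for 15 minutes, then beads for 90 minutes, all at ambient temperature.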
TR SRC2 fluor cs = counter-screen for TRb-SRC2 inhibitors: fluorescence interference | actives 0.29% (n = 280,000) | TRb/SRC2 Texas Red total fluorescence interference | Potency, µM (top dose mostly 106 µM), for the others: top-dose fluorescence change, negative = quenching; active means well fitted curve in either direction with a large enough effect; inconclusive means small, poorly fitted or top-dose-only effect; further: potency means the concentration at half of the fitted maximal effect; on the % scale 0 is the no-effect control and ±100 the full control effect
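Human TRβ ligand-binding domain (0.6 uM) and Texas Red SRC2 peptide (20 nM) in Tris buffer with 1 uM T3 and 5% DMSO were incubated with pinned compound for 5 hr at ambient temperature. Total fluorescence was computed as S + 2P (555/632 nm).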
* hit, by the source's call; ? = inconclusive; nt = not tested or not shown; [ ] = remark or other dose. Unless noted, the call rests on the fitted dose curve; in most records, active means well fitted curve in the direction sought with a large enough effect; inconclusive means small, poorly fitted or top-dose-only effect, or another doubt; inactive means no such curve, though single readings can be large; an effect the other way counts as inactive or inconclusive. Only part of the results is shown (hit frequency here may not be typical).

SMILES	Tau fibril FP	Epigenetic derep	NPSR antag	Tau fluor cs	aGal spleen mod	TRb-SRC2 inh	CBFb RUNX1 block	TR SRC2 fluor cs
O=C(CSc1ncc(-c2ccccc2)[nH]1)Nc1ccc(Cl)cc1	-12%	-1.1%	nt	14µM*[quencher]	nt	5%	nt	1%
O=C(NC1CC(=O)N(c2ccc(F)cc2)C1)c1ccc(S(=O)(=O)N2CCCC2)cc1 (stereo not given)	-15%	-0.1%	nt	-10%	nt	0%	nt	-3%
CSc1ncc(CN2CCN(C3CCN(C(C)C)CC3)C(CCO)C2)cn1 (stereo not given)	6%	0.0%	5%	-1%	10%	-3%	6%	-7%
Cc1nn(-c2ccccn2)c2c1C(=O)C(Br)CC2 (stereo not given)	3.2µM*	2.1%	20%	?	-3%	?	-2%	-11%
CCc1cccc(NC(=O)Cn2c(=O)n(CC3CCC(C(=O)NC)CC3)c(=O)c3sccc32)c1 (stereo not given)	4%	1.5%	nt	2%	nt	3%	nt	-1%
Cc1cc(C)n(-c2nc3c(c(=O)[nH]c(=O)n3C)n2Cc2ccccc2)n1	1%	-1.0%	-7%[46.1 µM]	0%	4%	1%	0%	-3%
Cc1cc(C(=O)COC(=O)/C=C/c2cccc(F)c2)c(C)n1C	-8%	4.0%	8%	-14%	-3%	-3%	-6%	-4%
O=C1NC(=O)c2cc([N+](=O)[O-])ccc21	nt	nt	nt	nt	5%	-6%	7%[21.7 µM]	-2%
CCn1c(SCC(=O)Nc2nonc2C)nnc1-c1ccco1	4%	-1.0%	-16%[46.1 µM]	4%	5%	-16%	-5%	-1%
Cc1ccc(C)c(NS(=O)(=O)c2cc(C(=O)Nc3ccccc3-c3ccccc3)ccc2Cl)c1	-7%	0.8%	?	-23%	3%	nt	1%	nt
O=C(CN1C(=O)C(=O)N(Cc2ccccc2)C1=O)Nc1ccc(F)c(Cl)c1	-4%	-0.1%	-1%	-7%	0%	-3%	14%	-3%
FC(F)(Cl)c1nnc2ccc(Cl)nn12	2%	0.9%	-4%	4%	4%	-7%	?	-1%
CCC(C)NC(=O)/C=C1\Sc2ccccc2NC1=O (stereo not given)	0%	2.0%	-8%	-3%	0%	-11%	5%	-1%
Cc1cc(OCC(=O)N(C)C2CCCCC2)cc(C)c1Cl	-6%	0.0%	?	-15%	2%	-1%	6%	-7%
Cc1cc(=O)c2cc(C(=O)Nc3ccc(C)c(C)c3)ccc2[nH]1	-3%	1.2%	nt	3%	nt	7%	nt	-2%
COc1ccc(NS(=O)(=O)c2nnc(NC(=O)c3ccccc3F)s2)cc1	-3%	4.2%	nt	-24%	nt	-3%	nt	5%
CCn1c(=O)cc(OCC(=O)N2CCCCCC2)c2ccccc21	-1%	-3.6%	-1%[46.1 µM]	3%	2%	5%	2%	-4%
CC(C)CNc1nc(S(=O)(=O)c2ccccc2)c(Cl)s1	3%	-0.6%	-13%	-10%	1%	-2%	-17%	0%
CC(C)CCNC(=O)C(=O)Nc1c2c(nn1-c1ccc(Cl)cc1)CSC2	-7%	6.5%	nt	6%	nt	-1%	nt	0%
CCc1c(C)sc(NC(=O)Cn2nc(C)c([N+](=O)[O-])c2C)c1C(N)=O	?	-3.1%	2%	-10%	-13%	6%	-2%	-1%
CCOC(=O)C1=C(CSc2nc(-c3ccncc3)ccc2C#N)OC(N)=C(C#N)C1c1ccc(OC)cc1 (stereo not given)	-5%	-2.4%	-27%[46.1 µM]	?	2%	-1%	-13%	-3%
Cc1ccc(C(=O)NCC(C)(C)O)cc1	9%	-0.8%	6%[46.1 µM]	2%	-4%	-1%	-18%	-3%
CCc1nc(NCCCn2ccnc2)c2oc3ccccc3c2n1	-3%	0.7%	-11%[46.1 µM]	-3%	1%	4%	-4%	-1%
CC(=O)Nc1ccccc1OCc1cc(=O)n2c(C)csc2n1	-4%	0.9%	nt	-11%	nt	-8%	nt	0%
COc1ccc2c(c1)c1c(c(=O)n(-c3ccccc3)c(=O)n1CC(=O)Nc1ccc(C)c(C)c1)n2C	-2%	8.6%	nt	2%	nt	6%	nt	-3%

Some of the entries so far, with values under each structure:
Values run as follows: Tau fibril FP, Epigenetic derep, NPSR antag, Tau fluor cs, aGal spleen mod, TRb-SRC2 inh, CBFb RUNX1 block, TR SRC2 fluor cs
- CC(C)CNc1nc(S(=O)(=O)c2ccccc2)c(Cl)s1
    3%, -0.6%, -13%, -10%, 1%, -2%, -17%, 0%
- CC(C)CCNC(=O)C(=O)Nc1c2c(nn1-c1ccc(Cl)cc1)CSC2
    -7%, 6.5%, nt, 6%, nt, -1%, nt, 0%
- CCc1c(C)sc(NC(=O)Cn2nc(C)c([N+](=O)[O-])c2C)c1C(N)=O
    ?, -3.1%, 2%, -10%, -13%, 6%, -2%, -1%
- CCOC(=O)C1=C(CSc2nc(-c3ccncc3)ccc2C#N)OC(N)=C(C#N)C1c1ccc(OC)cc1 (stereo not given)
    -5%, -2.4%, -27%[46.1 µM], ?, 2%, -1%, -13%, -3%
- Cc1ccc(C(=O)NCC(C)(C)O)cc1
    9%, -0.8%, 6%[46.1 µM], 2%, -4%, -1%, -18%, -3%
- CCc1nc(NCCCn2ccnc2)c2oc3ccccc3c2n1
    -3%, 0.7%, -11%[46.1 µM], -3%, 1%, 4%, -4%, -1%
- CC(=O)Nc1ccccc1OCc1cc(=O)n2c(C)csc2n1
    -4%, 0.9%, nt, -11%, nt, -8%, nt, 0%
- COc1ccc2c(c1)c1c(c(=O)n(-c3ccccc3)c(=O)n1CC(=O)Nc1ccc(C)c(C)c1)n2C
    -2%, 8.6%, nt, 2%, nt, 6%, nt, -3%

More results:
SMILES	Tau fibril FP	Epigenetic derep	NPSR antag	Tau fluor cs	aGal spleen mod	TRb-SRC2 inh	CBFb RUNX1 block	TR SRC2 fluor cs
COCCN(CCOC)C(=O)COC(=O)c1cc([N+](=O)[O-])ccc1Cl	3%	-1.6%	7%	-15%	-6%	8%	7%	-3%
Clc1ccc(C2=Nn3c(nnc3-c3cccs3)SC2)cc1	-2%	2.3%	3%[46.1 µM]	-6%	1%	-3%	7%	-4%
CCn1c(SCC(=O)Nc2nnc(C)s2)nnc1-c1ccncc1	-3%	-3.2%	-8%[46.1 µM]	0%	1%	0%	6%	-3%
O=C(COc1cc(=O)n2c(n1)SCCC2)c1ccccc1	-1%	-0.1%	4%[46.1 µM]	-4%	8%	-4%	-2%	-1%
COc1ccc(NC(=O)Cn2nnc(C(=O)NCCc3ccc(OC)c(OC)c3)c2N)c(OC)c1	-4%	-2.7%	6%	-10%	-8%	7%	-2%	0%
CCN1C(=O)c2ccccc2S(=O)c2ccc(C(=O)N3CCN(c4ccccc4)CC3)cc21 (stereo not given)	-6%	0.0%	nt	-17%	nt	-5%	nt	3%
O=C1OCc2cccc([N+](=O)[O-])c21	5%	11%	15%	8%	1%	-1%	3%	-2%
CC1(C)Cc2c(sc(NC(=O)COc3ccccc3)c2C#N)C(C)(C)N1	0%	6.9%	15%	-6%	-1%	18%[53 µM]	16%	0%[53 µM]
C#CCOCCOCCOCCNc1nc(N2CCN(C(=O)[C@H](CCC(=O)O)n3cc(C(N)Cc4ccc(O)cc4)nn3)CC2)nc(N2CCN(C(=O)[C@H](CCCCN)n3cc(C(N)[C@H](C)CC)nn3)CC2)n1 (stereo not given in full)	-3%	1.5%	29%	10%	9%	4%	-8%	-3%
CN(C)S(=O)(=O)c1cccc(C(=O)N2CCc3ccccc32)c1	-1%	-1.1%	9%[46.1 µM]	-8%	-11%	-5%	8%	-3%
O=C(c1cc(=O)[nH]c2ccccc12)N1CCN(c2cccc(C(F)(F)F)c2)CC1	3%	-3.2%	-4%	-1%	-10%	-1%	-3%	-1%
O=C(Nc1nnc(C2CC2)s1)c1cc(S(=O)(=O)N2CCN(c3ccccc3)CC2)ccc1Cl	-4%	-0.9%	?	-18%	11%	3%	-17%	3%
COC(=O)C(C)Sc1nnc2cc(C)c3cc(C)cc(C)c3n12 (stereo not given)	-3%	-3.5%	nt	-11%	nt	-29%	nt	0.071µM*[quencher]
CCOc1cc(-c2ccc3c(c2)OCO3)cc(=O)c2c(C)oc(C)c12	-7%	0.0%	-13%[46.1 µM]	-12%	5%	-6%	-1%	-1%
COC(=O)[C@@H](N)Cc1ccc(O)cc1	-6%	0.1%	-4%	-4%	-15%	1%	13%	-10%
O=C1/C(=C/c2ccccc2)Oc2cc(OC(=O)N3CCOCC3)ccc21	11%	-1.0%	1%	1%	6%	1%	-8%	-4%
Cc1cc(C)nc(SCC(=O)c2ccc3c(c2)OCCO3)n1	1%	-0.9%	-15%[46.1 µM]	-5%	6%	2%	8%	0%
Cc1cc(C)c2sc(NC(=O)c3ccc(S(=O)(=O)N4CCCC4)cc3)nc2c1	-16%	2.4%	nt	-12%	nt	1%	nt	-1%
Cc1ccccc1NC(=O)c1ccc(Cn2cc([N+](=O)[O-])cn2)o1	-7%	1.1%	-7%	-6%	1%	-4%	12%	-2%
CCc1ccn2cc(-c3cc(-c4ccccc4)no3)nc2c1	-13%	-1.4%	25%[7.67 µM]	-19%	10%	-2%	-7%	1%
Cc1ccc(Cn2cc(CCC(=O)NCC(C)c3ccccc3)c3ccccc32)cc1 (stereo not given)	7%	2.5%	nt	-9%	nt	-3%	nt	-2%
COc1ccccc1N(CC(=O)Nc1cccnc1)S(=O)(=O)c1ccccc1	-8%	-3.2%	-18%[46.1 µM]	-5%	5%	3%	2%	-3%
CCOC(=O)c1c(S(=O)(=O)NCC(=O)NCc2ccc(C)cc2)c(C)n(C)c1C	-3%	0.0%	nt	-9%	nt	-3%	nt	0%
Cc1[nH]c2ccc3ncccc3c2c1C	0%	0.1%	10%	12%	1%	7%	2%	0%
